UPR CHOP act: activators of apoptotic arm of unfolded protein response (CHOP) | 330,000 tested, 0.34% active | activation, % at 10 µM | CHO-CHOP luciferase reporter, UPR activation, luminescence; percent of tunicamycin response over DMSO baseline;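 active means at 10 µM dose, activation of 40% or more, normalized to positive control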;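 further: 100% = tunicamycin at 10 µg/mL and 0% = DMSO alone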
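Test system: CHO-CHOP cells, stable luciferase reporter of PERK-eIF2a-CHOP signalling | Quantity: 500 CHO-CHOP cells per well | Buffer or medium: F12 plus 10% serum | Compound dosing: 10 µM single point, 0.5% DMSO | Schedule: 6 h compound treatment, 37 °C | Signal: Luciferase luminescence | Control set: Tunicamycin high control, DMSO low control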
tim23-1 inh: inhibits growth of tim23-1 mutant yeast. S. cerevisiae tim23-1 growth, BacTiter-Glo luminescence, 24 h. inhibition, % at 20 µM. 330,000 tested, 1.3% active;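 active means growth inhibition of the mutant yeast at or above 50%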;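 further: temperature-sensitive mutant grown at 25 °C; plate controls were DMSO-treated mutant yeast for no effect and medium wells lacking yeast for full effect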
Mdm2-MdmX inh: human Mdm2/MdmX binding inhibition; inhibition, % at 8 µM; 330,000 tested, 3% active; O15151+Q00987; SaOS-2 split-luciferase Mdm2/MdmX complementation, luminescence;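 active means inhibition of at least 50% at 8 µM in the primary screen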
Target sequence (O15151 whole entry, looked up): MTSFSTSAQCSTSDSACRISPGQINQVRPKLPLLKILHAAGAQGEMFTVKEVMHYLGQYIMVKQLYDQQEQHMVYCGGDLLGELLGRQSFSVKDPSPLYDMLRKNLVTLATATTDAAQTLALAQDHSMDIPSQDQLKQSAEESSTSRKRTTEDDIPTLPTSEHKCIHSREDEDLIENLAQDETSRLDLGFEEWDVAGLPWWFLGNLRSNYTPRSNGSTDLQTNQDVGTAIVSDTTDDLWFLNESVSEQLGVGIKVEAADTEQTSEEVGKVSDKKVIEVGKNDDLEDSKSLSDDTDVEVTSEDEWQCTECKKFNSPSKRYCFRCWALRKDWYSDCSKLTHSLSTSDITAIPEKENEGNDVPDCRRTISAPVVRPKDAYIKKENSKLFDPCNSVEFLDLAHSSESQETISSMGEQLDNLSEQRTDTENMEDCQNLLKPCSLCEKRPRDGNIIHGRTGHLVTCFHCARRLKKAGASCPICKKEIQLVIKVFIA
Target sequence (Q00987 whole entry, looked up): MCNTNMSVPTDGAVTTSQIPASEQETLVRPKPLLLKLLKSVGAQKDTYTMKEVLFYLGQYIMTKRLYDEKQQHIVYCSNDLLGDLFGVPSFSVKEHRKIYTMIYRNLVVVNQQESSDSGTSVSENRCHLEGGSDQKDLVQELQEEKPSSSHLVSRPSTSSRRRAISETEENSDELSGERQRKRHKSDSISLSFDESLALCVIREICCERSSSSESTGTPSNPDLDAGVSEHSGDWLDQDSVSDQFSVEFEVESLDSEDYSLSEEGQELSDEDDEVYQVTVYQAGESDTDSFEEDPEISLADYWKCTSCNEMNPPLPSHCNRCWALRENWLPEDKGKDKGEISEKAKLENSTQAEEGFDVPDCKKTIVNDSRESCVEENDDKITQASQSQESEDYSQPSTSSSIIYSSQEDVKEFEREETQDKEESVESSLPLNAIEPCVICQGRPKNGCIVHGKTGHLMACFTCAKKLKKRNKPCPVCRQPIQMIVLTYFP
Jurkat NFkB inh: lowers PMA/ionomycin-induced NF-kB signal in Jurkat cells. 330,000 tested, 0.53% active. AID 435003. PMA/ionomycin-induced NF-kB luciferase reporter, luminescence. inhibition, % at 4 µM; in the data active means inhibition above about 50%
697 NFkB inh: inhibitors of the PMA/ionomycin-induced NF-kB reporter in 697 B cells; 697 B-cell NF-kB luciferase reporter, 16 h; inhibition, % at 4 µM; 330,000 tested, 0.33% active; AID 435022; in the data active means inhibition above about 35%
tim10-1 inh: growth inhibitors of tim10-1 mutant yeast; AID 463190; inhibition, % at 20 µM; 330,000 tested, 2.2% active; S. cerevisiae tim10-1 ts strain growth, BacTiter-Glo, 24 h;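 active means inhibition of at least 40%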;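 further: mutant grown at 25 °C; 0% = DMSO wells with yeast and 100% = wells holding no yeast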
TIM10 inh: growth inhibitors of TIM10 yeast strain; S. cerevisiae TIM10 strain growth, BacTiter-Glo luminescence, 24 h; 330,000 tested, 1.4% active; inhibition, % at 10 µM;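 active means inhibition of 40% or more at the single tested concentration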;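 further: wild-type TIM10 isogenic control strain grown at permissive 25 °C; 0% = DMSO yeast wells and 100% = minimal medium wells without yeast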
XBP1 UPR activ: adaptive UPR (XBP1) activation; CHO-XBP1 luciferase reporter, IRE1-XBP1 UPR activation, luminescence; percent of tunicamycin response, DMSO as zero; activation, % at 20 µM; 330,000 tested, 0.33% active;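 active means versus positive control, 20 µM dose yields 30% or more activation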;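 further: 100% = tunicamycin at 10 µg/mL and 0% = DMSO only wells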
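Test system: CHO-XBP1 luciferase reporter cells | Buffer or medium: Serum-containing F12 medium, 10% FBS | Schedule: 6 h compound exposure at 37 °C, 5% CO2 | Detection: Steady-Glo luciferase glow luminescence, 10 min after reagent addition | Read-out basis: Activation, % of tunicamycin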
Starred values were filed as active, the others as inactive; . = not tested or not shown.

compound,UPR CHOP act,tim23-1 inh,Mdm2-MdmX inh,Jurkat NFkB inh,697 NFkB inh,tim10-1 inh,TIM10 inh,XBP1 UPR activ
CC(=O)c1ccc(N2C(=NC(=O)C3CCCCC3)SC3CS(=O)(=O)CC32)cc1 (stereo unspecified),0.1,-8,9,-7,4,14,4,-2
CC(=O)c1cccc(OCc2cc(C(=O)N(C)CCc3cnn(C)c3)no2)c1,0.5,9,13,4,-11,11,7,0
COc1cc(C(=O)NCCc2ccc(F)cc2)c([N+](=O)[O-])cc1OC,0.5,0,6,-7,11,-2,-2,0
COc1ccc(S(=O)(=O)N2CCOCC2)cc1NC(=O)CN(C)CC(=O)Nc1cccc(F)c1,0.9,4,-4,-10,-13,0,10,-2
C=C(CO)C1Cc2cc(C(C)=O)ccc2O1 (stereo unspecified),3.8,10,1,-5,2,-9,-3,-2
CC(c1ccccc1)n1c(S(=O)(=O)O)nc2ccccc21 (stereo unspecified),-0.2,10,21,-8,7,-9,0,1
COc1ccc(OC)c(NC(=O)C2CC(=O)N(c3ccccc3)C2)c1 (stereo unspecified),1.2,5,4,-12,10,13,0,-8
O=[N+]([O-])c1ccc(NCc2ccccc2)nc1,2.4,16,-26,-20,-25,9,0,-1
COc1cccc(NC(=O)CN(C)C(=O)c2cccc(S(=O)(=O)N3c4ccccc4CC3C)c2)c1 (stereo unspecified),-0.1,21,30,-21,5,17,9,-5
CC(C)(C)OC(=O)N1CCC(c2c(C(=O)O)cnn2-c2ccccc2)CC1,-1.6,17,-5,-5,6,14,-9,-2
O=C(CCC(=O)OCC(F)(F)C(F)F)Nc1ccc(F)cc1F,0.8,-5,-22,7,-3,6,-10,2
CCC(=O)NCCc1c[nH]c2ccccc12,1.7,7,12,-1,3,0,-2,0
COC(=O)c1ccccc1NC(=O)N1CCN(c2ccc(OC)cc2)CC1,0.3,31,-18,-2,0,29,24,2
COC(=O)C(=C/C=C/c1cccnc1)C(=O)OC,0.5,24,4,-8,-4,11,-1,4
O=C(COc1nncc2ccccc12)NCC(F)(F)F,-0.2,0,17,-7,1,8,-6,0

Record cards, from the list above. Values in the order: UPR CHOP act | tim23-1 inh | Mdm2-MdmX inh | Jurkat NFkB inh | 697 NFkB inh | tim10-1 inh | TIM10 inh | XBP1 UPR activ
COc1ccc(OC)c(NC(=O)C2CC(=O)N(c3ccccc3)C2)c1 (stereo unspecified) reads 1.2 | 5 | 4 | -12 | 10 | 13 | 0 | -8
CC(C)(C)OC(=O)N1CCC(c2c(C(=O)O)cnn2-c2ccccc2)CC1 reads -1.6 | 17 | -5 | -5 | 6 | 14 | -9 | -2
COc1cccc(NC(=O)CN(C)C(=O)c2cccc(S(=O)(=O)N3c4ccccc4CC3C)c2)c1 (stereo unspecified) reads -0.1 | 21 | 30 | -21 | 5 | 17 | 9 | -5
COc1cc(C(=O)NCCc2ccc(F)cc2)c([N+](=O)[O-])cc1OC reads 0.5 | 0 | 6 | -7 | 11 | -2 | -2 | 0

(list continues)
compound,UPR CHOP act,tim23-1 inh,Mdm2-MdmX inh,Jurkat NFkB inh,697 NFkB inh,tim10-1 inh,TIM10 inh,XBP1 UPR activ
COc1ccc(-c2nc(S(=O)(=O)c3ccccc3)c(N3CCOCC3)o2)cc1,-1.8,8,15,11,14,39,13,0
O=C(c1ccc(Oc2ccc(C(F)(F)F)cc2[N+](=O)[O-])cc1)N1CCOCC1,4.2,12,17,-5,10,21,9,-1
C=CC[C@@H](CC(=O)N[C@@H](CO)Cc1ccccc1)C(=O)NC[C@@H](OC(=O)[C@@H](CC=C)CC(=O)OC(C)(C)C)c1ccccc1,1.2,3,43,1,2,6,-4,-2
CCOCCCNC(=O)CN1C(=O)/C(=C/c2ccccc2)Sc2ccccc21,-0.3,33,11,10,13,16,12,-4
O=C1CC(Cc2ccc(Cl)cc2)C(=O)N1c1cc(Cl)ccn1 (stereo unspecified),-1.1,19,-4,-12,-8,8,-1,-5
Cc1cccc(C(=O)n2c(=S)nc3cc(C)ccn32)c1,-8.1,33,17,-132,-367,8,8,-9
CCOc1ccccc1CN1CCN(C2CCSCC2)CC1CCO (stereo unspecified),-1.9,10,8,11,4,13,-12,-1
CCn1c(-c2csc(C(C)C)c2)n[nH]c1=S,-0.8,48,-12,6,-54,34,20,1
COC(=O)C(O)(CC(=O)Nc1ccccc1OC)C(F)(F)F (stereo unspecified),-0.8,-8,-13,21,8,7,7,0
Cc1ccc(C(=O)Nc2ccc3c(c2)OCCO3)c(Cl)c1,-5.7,10,23,-54,-202,-17,-3,-10
COCCCNC(=O)C[C@H]1C[C@H](C(=O)N(C(C)C)C(C)C)[C@@]2(C)c3[nH]c4ccc(Cl)cc4c3CCN2C1=O,3.4,27,4,.,8,12,2,4
CN1C=CC=C/C1=C1\SC(=S)N(CC(=O)O)C1=O,-1.6,2,6,-3,12,4,3,-3
O=C(O)CCNS(=O)(=O)c1ccc(Oc2ccccc2)cc1,-2.2,21,16,-12,-1,5,0,-3
Cc1nnc(-c2ccc(Oc3ccc(C)c(C)c3)c([N+](=O)[O-])c2)o1,3.8,34,25,20,-7,12,17,-2
O=C(Nc1ccc(Cl)c(Cl)c1)N1CCSC1c1ccco1 (stereo unspecified),1.4,34,18,1,-22,24,48*,-1

Continued; the last 2 above are carried over.
compound,UPR CHOP act,tim23-1 inh,Mdm2-MdmX inh,Jurkat NFkB inh,697 NFkB inh,tim10-1 inh,TIM10 inh,XBP1 UPR activ
Cc1nnc(-c2ccc(Oc3ccc(C)c(C)c3)c([N+](=O)[O-])c2)o1,3.8,34,25,20,-7,12,17,-2
O=C(Nc1ccc(Cl)c(Cl)c1)N1CCSC1c1ccco1 (stereo unspecified),1.4,34,18,1,-22,24,48*,-1
Cc1nnc(SCC(=O)N2c3ccccc3CC2C)s1 (stereo unspecified),0.5,15,-26,-62,-77,31,3,4
CCC(=O)Nc1sc2c(c1C(N)=O)CCC2,-0.5,2,10,-21,5,10,-23,0
COCc1c(C(=O)Nc2ccc(Cl)cc2F)oc2ccccc12,3.5,6,-42,-44,-23,26,13,3
Cc1ccc(C(=O)C2CCN(CC(=O)NC3CCCC3)CC2)cc1,1.2,-3,6,14,14,-6,-3,-7
S=c1[nH]nc(C23CC4CC(CC(C4)C2)C3)n1Cc1ccco1,-1.5,24,-9,-8,21,40*,22,3
COc1ccc(C2C(C(=O)c3ccco3)=C(O)C(=O)N2CCOCCO)cc1OC (stereo unspecified),0.6,10,-16,3,1,7,-8,1
CC(=O)c1cccc(Nc2cc(C)nc3c(C)cccc23)c1,0.5,11,-5,8,-7,9,16,0
COc1ccc(CNC(=O)c2sccc2C)cc1,2.6,-4,9,-24,-16,3,-11,-1
CCOC(=O)N1CCC(NC(=O)c2ccc3c(c2)N(C)CCS3)CC1,-1.9,4,26,-8,8,11,6,5
CC(C)(C)NC(=O)C1CC(=O)OC1(C)C (stereo unspecified),0.4,-1,-32,-13,2,6,4,0
Fc1ccccc1Nc1nc(-c2ccncc2)nc2ccccc12,4.1,44,20,-6,3,31,39,6
O=C(O)CC(CC(=O)Nc1ccccc1C(=O)O)c1ccccc1 (stereo unspecified),0.2,-3,3,17,7,-1,3,-1
CC(C)(C)NC(=O)C(c1ccncc1)N(C(=O)c1csnn1)c1ccccc1 (stereo unspecified),-0.6,-5,22,-13,9,-3,-11,-2
Cc1nc2scc(C)n2c(=O)c1S(=O)(=O)N1CCN(c2ccccc2F)CC1,0.3,34,14,11,0,37,17,1
CCOC(=O)c1c(NC(=O)c2noc(C)c2[N+](=O)[O-])sc(C(C)=O)c1C,-0.1,26,2,5,13,22,22,1
CCn1c(COc2ccc(C)cc2)nnc1SCC(=O)NCc1ccco1,-1.0,19,4,-4,11,4,-11,-1
Cc1ccc(C(c2nnnn2C2CCCC2)N2CCN(c3nc4ccccc4s3)CC2)cc1 (stereo unspecified),7.3,12,22,13,-22,38,56*,-1
Cc1ccccc1/C=N/n1c(-c2cc(-c3ccccc3)n[nH]2)n[nH]c1=S,0.8,-29,-31,-6,-4,-5,-38,-2
CCOC(=O)c1c(-c2ccc(F)cc2)csc1NC(=O)C1CCCO1 (stereo unspecified),-2.2,4,1,-13,-39,25,13,-3
O=[N+]([O-])c1cccc(-c2csc(N/N=C/c3cccc(O)c3)n2)c1,4.1,20,32,-19,-15,18,23,0
O=C(Nc1ccc2ncccc2c1)c1cccc(Br)c1,7.2,34,-151,-102,-88,-18,-22,3
CC1CC(C)CN(C(=S)Nc2ccc3nc4n(c(=O)c3c2)CCCCC4)C1 (stereo unspecified),0.5,9,-6,9,-17,-1,2,2
C/C(=N\Nc1ccc(Cl)c(C(=O)O)c1)c1cccc([N+](=O)[O-])c1,-0.2,19,-24,0,-20,12,-5,-4
COc1ccc(C)cc1S(=O)(=O)n1nc(C)cc1C,0.3,9,-17,-2,9,13,-3,-2
O=C(Cc1ccc(Cl)cc1Cl)Nc1ccncc1Cl,5.1,24,41,18,-5,-16,-27,-3
CCC1Nc2ncnc(N3CCN(c4ccccn4)CC3)c2N(Cc2ccc(Br)cc2)C1=O (stereo unspecified),-0.2,31,3,6,4,-8,8,5
Cc1ccc(S(=O)(=O)N2CCC(=O)N(CCOC(=O)Nc3cc(C)cc(C)c3)CC2)cc1,2.2,9,13,2,6,3,1,-3
Cc1ccc(C(=O)NCC(c2ccco2)N2CCOCC2)cc1 (stereo unspecified),-0.1,-7,11,0,5,2,8,-1
COCCN1CCN(C(=O)c2ccc3c(c2)S(=O)(=O)c2ccccc2C3=O)CC1,-1.1,8,17,7,26,3,11,4
COc1cc(C(=O)Nc2c(C)cc(C)cc2C)c(-n2cnnn2)cc1OC,-0.2,5,17,8,-20,0,-16,-3
CN(CCCC1CCCC1)C(=O)c1cc(COc2ccc(F)c(F)c2)on1,-0.3,17,-15,0,2,9,-3,-2
C=CCn1c(SCc2ccc(C#N)cc2)nnc1-c1ccc(C)cc1,-1.1,36,6,11,10,44*,17,0
CCOc1ccc(CCNC(=O)C(C)n2nc(C)n3c(cc4occc43)c2=O)cc1OCC (stereo unspecified),-2.4,14,15,3,8,19,-16,3
COc1ccc2nc(SCC(=O)Nc3ccc(S(=O)(=O)N4CCCC4)cc3)c(C#N)cc2c1,0.9,23,13,2,20,5,9,-2
CCCc1cc(=O)oc2cc(OCC(=O)NC3CCN(Cc4ccccc4)CC3)ccc12,2.2,1,19,7,0,10,-4,-5
COc1ccc(Cc2nnnn2CC(=O)O)cc1,-0.1,7,16,-6,14,-9,-8,-3
CCOc1ccc(-n2nc3c(=S)[nH]nc(C)c3c2C)cc1,-0.9,2,26,7,27,11,-6,1
O=C(/C=C/c1ccco1)NCc1ccccn1,0.1,-13,35,3,0,6,20,-2
Cc1c(C#N)c2ccccc2n1C,-1.3,-4,8,6,-34,6,-14,-1
COc1ccccc1C(=O)Nc1ncc2c(n1)CC(c1ccco1)CC2=O (stereo unspecified),2.3,21,-6,0,-5,18,15,-3
COCCCNC(=O)c1ccc(C2SCC(=O)N2Cc2ccco2)cc1 (stereo unspecified),-0.8,1,14,-13,-2,24,-17,-4
O=C(CN1C(=O)CCC1=O)Nc1ccc2c3c(cccc13)CC2,-4.5,9,16,-16,7,11,-17,0
Cc1cc(C)n2nc(C(=O)OCC(=O)N(C)C3CCS(=O)(=O)C3)nc2n1 (stereo unspecified),0.0,13,21,5,1,0,14,-1
O=C(NCc1ccco1)c1ccc2c(c1)CCO2,0.8,15,-5,0,-2,1,12,1
Cc1nc2ccc([N+](=O)[O-])cc2c(=O)n1Cc1ccc([N+](=O)[O-])cc1,0.2,20,20,8,28,16,-9,-5
O=C(Nc1nc2ccccc2s1)C1CC(=O)N(c2ccccc2)C1 (stereo unspecified),-2.5,11,21,0,4,21,18,-2
